Dicer inh: blocks human Dicer maturation of pre-miR-21. Q9UPY3. cat-ELCCA pre-miR-21 Dicer processing, chemiluminescence; hits give high values. z-score at 25 µM. hit rate 6% among 47,000. AID 1347074; in the data active means z-score above about 3, passing the limit was not always enough;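 further: plate controls were vehicle for no effect and no enzyme for full effect; higher signal means more uncleaved substrate so more Dicer inhibition; strong numbers were not always called active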
Target sequence (Q9UPY3 whole entry, looked up): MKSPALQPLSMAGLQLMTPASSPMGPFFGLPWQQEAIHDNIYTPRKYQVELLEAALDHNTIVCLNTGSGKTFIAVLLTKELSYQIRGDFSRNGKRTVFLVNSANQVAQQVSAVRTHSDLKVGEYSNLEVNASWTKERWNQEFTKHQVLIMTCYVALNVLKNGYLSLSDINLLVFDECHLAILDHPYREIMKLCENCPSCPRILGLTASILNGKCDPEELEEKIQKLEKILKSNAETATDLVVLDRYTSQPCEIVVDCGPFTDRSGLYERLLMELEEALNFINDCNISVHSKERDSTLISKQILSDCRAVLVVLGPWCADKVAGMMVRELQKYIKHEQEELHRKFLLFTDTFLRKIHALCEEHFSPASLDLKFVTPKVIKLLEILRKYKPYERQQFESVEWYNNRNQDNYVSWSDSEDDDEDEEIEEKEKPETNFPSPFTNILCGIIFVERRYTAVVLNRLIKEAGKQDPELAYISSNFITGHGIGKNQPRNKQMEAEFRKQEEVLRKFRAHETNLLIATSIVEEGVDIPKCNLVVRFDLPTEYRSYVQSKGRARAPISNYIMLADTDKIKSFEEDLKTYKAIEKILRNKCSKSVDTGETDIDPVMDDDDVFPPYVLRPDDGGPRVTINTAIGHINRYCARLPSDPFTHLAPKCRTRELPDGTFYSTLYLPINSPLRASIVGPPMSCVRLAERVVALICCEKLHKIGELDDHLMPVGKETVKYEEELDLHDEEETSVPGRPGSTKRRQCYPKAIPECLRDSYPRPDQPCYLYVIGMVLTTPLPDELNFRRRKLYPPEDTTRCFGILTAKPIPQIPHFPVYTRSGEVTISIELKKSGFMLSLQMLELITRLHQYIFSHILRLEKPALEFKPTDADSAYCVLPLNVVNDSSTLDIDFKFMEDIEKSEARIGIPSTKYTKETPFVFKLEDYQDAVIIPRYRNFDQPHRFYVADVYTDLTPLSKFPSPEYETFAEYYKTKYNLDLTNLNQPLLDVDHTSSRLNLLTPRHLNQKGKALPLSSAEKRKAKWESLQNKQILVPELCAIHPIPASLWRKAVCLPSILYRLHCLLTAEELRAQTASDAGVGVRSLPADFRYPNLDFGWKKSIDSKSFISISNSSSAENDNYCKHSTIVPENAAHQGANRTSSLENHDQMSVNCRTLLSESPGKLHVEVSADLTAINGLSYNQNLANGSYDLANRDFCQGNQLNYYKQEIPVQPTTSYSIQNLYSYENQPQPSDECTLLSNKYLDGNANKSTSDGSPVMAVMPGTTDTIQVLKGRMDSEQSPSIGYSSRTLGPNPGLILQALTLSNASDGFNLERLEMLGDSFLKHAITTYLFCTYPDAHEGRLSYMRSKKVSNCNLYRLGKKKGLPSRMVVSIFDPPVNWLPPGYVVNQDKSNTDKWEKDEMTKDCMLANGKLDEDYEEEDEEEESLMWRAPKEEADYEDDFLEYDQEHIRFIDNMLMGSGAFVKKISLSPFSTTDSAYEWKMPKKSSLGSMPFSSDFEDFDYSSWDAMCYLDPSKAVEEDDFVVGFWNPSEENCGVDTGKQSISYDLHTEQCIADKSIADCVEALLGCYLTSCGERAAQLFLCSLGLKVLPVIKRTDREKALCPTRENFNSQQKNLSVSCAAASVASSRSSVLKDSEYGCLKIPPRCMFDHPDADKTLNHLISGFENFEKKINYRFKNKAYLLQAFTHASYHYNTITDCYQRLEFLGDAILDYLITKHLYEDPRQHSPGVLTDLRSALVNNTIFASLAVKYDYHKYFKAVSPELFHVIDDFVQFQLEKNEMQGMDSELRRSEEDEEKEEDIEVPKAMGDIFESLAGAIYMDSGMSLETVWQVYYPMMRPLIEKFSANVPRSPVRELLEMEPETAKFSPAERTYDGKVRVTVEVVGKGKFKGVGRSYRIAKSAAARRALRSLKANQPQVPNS
Starred values were filed as active, the others as inactive. A portion of the library (hit frequency here may not be typical).

SMILES,Dicer inh
C=CCSc1nnc(Cc2c(C)[nH]c3ccccc23)o1,-1.87
CCc1ccc(CN2CCN(C3CCCC(C)C3)CC2)cc1 (configuration not stated),3.01*
CC(=O)OCc1cc(/C=N/N(C(C)=O)c2ccccc2)nn1-c1ccccc1,3.5*
O/N=C/c1cc(Br)cs1,-0.74
COc1ccc(C2CC(=O)c3cnc(N4CCc5ccccc5C4)nc3C2)cc1OC (configuration not stated),-0.95
O=C(Cn1cnc2sc(-c3ccccc3)cc2c1=O)c1cccs1,-1.35
COc1ccc(C2C(C(=O)OC(C)C)C(=O)CC(C)(O)C2C(=O)OC(C)C)cc1 (configuration not stated),-0.11
Cc1cnc(NC(=O)c2ccccc2)c(Br)c1,-2.44
Cc1cc(C2c3c(n(C)c(=O)n(C)c3=O)N=C3c4ccccc4C(=O)C32)cc(C)c1O (configuration not stated),-1.02
CN1c2ccsc2C(=O)/C(=C\Nc2cccc(C(F)(F)F)c2)S1(=O)=O,-1.41
CCOc1ccc(S(=O)(=O)n2ccnc2)c2ccccc12,3.38*
O=C1CCCC2=C1C(c1ccc3c(c1)OCO3)c1c(nc(SCc3ccccc3Cl)[nH]c1=O)N2 (configuration not stated),1.82
COC(=O)c1ccc(C(=O)OC)c(NC(=O)CSCC(=O)O)c1,-0.15
CSc1nc2cc(C)nn2c(-c2ccccc2)c1C#N,-0.18
O=C1OC2COC(=O)C2C=C1NC(=O)c1ccc(Cl)cc1 (configuration not stated),0.56
Cc1cc(-c2noc(COc3ccccc3F)n2)c2ccccc2n1,0.19
CCOc1cc(-c2ccccc2)nc(SCc2ccc(Cl)cc2Cl)n1,-0.18
COc1ccc(C(=O)NCc2c(-c3ccccc3)noc2C)cc1,-1.18
O=C1c2ccccc2-c2c1cccc2C(=O)N1CCCCC1,-0.86
CCc1nnc(NC(=O)COc2ccc(Br)cc2)s1,1.05
O=C(CN1C(=O)COc2ccc(Cl)cc21)Nc1ccc(N2CCOCC2)cc1,2.84
CCOC(=O)c1nn(-c2ccc(C(C)(C)C)cc2)c(=O)c(C#N)c1C,-1.32
N#CCCN(CCc1ccccn1)C(=O)Nc1ccccc1Cl,-2.83
CS(=O)(=NS(=O)(=O)c1cccs1)c1ccc(OC(=O)c2ccc(Cl)cc2)cc1 (configuration not stated),0.72
COC(=O)c1ccc(C2C(C(=O)OCc3ccccc3)=C(C)NC3=C2C(=O)CC(C)(C)C3)cc1 (configuration not stated),1.05
CCC(C)[C@H](N)c1nnc(SCC(=O)c2ccc(Cl)cc2)o1 (some centres not stated),-0.19
Cc1ccc(Cl)cc1NC(=S)N(N)CCO,0.76
O=C(c1ccc(Cl)cc1)N1CCSC1=S,-1.4
Nc1cc(=O)[nH]c2nnc(SCCc3ccccc3)n12,4.07*
COc1ccccc1-n1c(SCC(N)=O)nc2c(c1=O)C1(CCCCC1)Cc1ccccc1-2,3.24*
Cc1ccc(OCC(O)CN2C(=O)NC(C)(C)C2=O)c(C)c1 (configuration not stated),0.11
CC1(C)Cc2c(sc3ncn4nc(Cc5ccccc5)nc4c23)C(C)(C)N1,0.73
CC(C)C(=O)NNc1nc2c(c(=O)n(C)c(=O)n2C)n1Cc1ccc(Cl)cc1,-1.21
N/C(=N\NS(=O)(=O)c1ccccc1OC(F)(F)F)c1ccc(C(F)(F)F)cn1,-0.76
Cc1ccc(S(=O)(=O)NC2=NCN(CCN3CCOCC3)CN2)cc1,2.71
O=c1oc(-c2ccco2)nc2cc(Cl)ccc12,2.63
O=C(/C=C/c1ccccc1)NC(=S)Nc1ccc(OC(F)(F)F)cc1,-0.76
CC(C)c1ccc(C2c3c(oc4ccc(F)cc4c3=O)C(=O)N2CCCN2CCOCC2)cc1 (configuration not stated),0.8
COc1ccc(NC(=S)NC(C)(C)C)c([N+](=O)[O-])c1,-0.47
O=c1cc(O)c2c(Cl)cc(Cl)cc2[nH]1,1.12

Six entries from above, sorted by molar mass, rising:
SMILES,Dicer inh
O=c1cc(O)c2c(Cl)cc(Cl)cc2[nH]1,1.12
O=C(/C=C/c1ccccc1)NC(=S)Nc1ccc(OC(F)(F)F)cc1,-0.76
Cc1ccc(S(=O)(=O)NC2=NCN(CCN3CCOCC3)CN2)cc1,2.71
CC1(C)Cc2c(sc3ncn4nc(Cc5ccccc5)nc4c23)C(C)(C)N1,0.73
CC(C)C(=O)NNc1nc2c(c(=O)n(C)c(=O)n2C)n1Cc1ccc(Cl)cc1,-1.21
N/C(=N\NS(=O)(=O)c1ccccc1OC(F)(F)F)c1ccc(C(F)(F)F)cn1,-0.76

Continued.
SMILES,Dicer inh
CNc1cc(C)nc(-c2csc(C)n2)n1,-0.25
Cc1nn(-c2ccccc2)c(NC(=O)C(Cl)(Cl)Cl)c1Br,-1.79
Cc1c(C(=O)Nc2ccc(Cl)cc2)cc(-c2ccccc2)n1-c1ccccc1,-0.69
CNC(=O)Nc1cccc(-c2cc(-c3c(Cl)cccc3Cl)no2)c1,1.46
CN1CCc2c(sc3nc(NC(=O)c4ccc(OC(F)(F)F)cc4)sc(=O)c23)C1,-0.55
CC(C)(C)SCCNC(=S)NCCO,-1
O=c1ccn2c(n1)OC1[C@@H](O)[C@@H](CO)O[C@H]12 (some centres not stated),1.64
O=C(CCc1ccc(O)cc1)NNC(=S)NCCc1ccccc1,-0.71
CC1=C(C#N)C(c2cc3c(cc2Br)OCO3)C2=C(CC(c3ccc(Cl)cc3)CC2=O)N1 (configuration not stated),0.09
C=CCOC(=O)C1=C(C)NC2=C(C(=O)CCC2)C1c1cc(Cl)c(O)c(OC)c1 (configuration not stated),-0.51
O=C1CC(c2ccccc2)CC2=C1C(c1ccc(F)c(F)c1)Nc1ccccc1N2 (configuration not stated),4.63*
Cc1[nH]nc(N/N=C/c2ccccc2)c1C(=O)O,0.29
NS(=O)(=O)C1CCS(=O)(=O)C1 (configuration not stated),0.05
O=C(O)CCSc1nnc(COc2ccccc2)o1,-0.24
Cc1[nH]nc2c1C(c1ccccc1)C(C#N)=C(N)O2 (configuration not stated),-1.19
O=C(O)CSCC(=O)Nc1cnccn1,-0.7
CCOC(=O)CNC(=O)c1ccc(C(F)(F)F)cc1,0.43
O=C(CC1(O)C(=O)N(Cc2ccccc2)c2ccc(Br)cc21)c1ccc2c(c1)OCO2 (configuration not stated),2.78
O=C(CSc1n[nH]c(-c2ccccc2Cl)n1)c1ccc(O)c(O)c1,4.89*
CC(=O)c1nn(-c2ccc(C)cc2)cc1C#N,-2.62
CCCCCCNC(=O)NC(Cc1ccccc1)C(=O)OCC (configuration not stated),-0.79
CCc1cccc(CC)c1Nc1nc2ccc(C(C)C)cc2s1,2.42
CSCC[C@H](NC(=O)OCc1ccccc1)C(=O)O,1.29
Clc1cc(CN2CCSCC2)c(Cl)s1,0.44
CCN(C(=O)c1cnc(OC)cc1C(F)(F)F)c1ccc(Cl)cc1Cl,-1.28
CCOc1ccc(/C(O)=C2\C(=O)C(=O)N(Cc3cccnc3)C2c2ccc(OC)c(OC)c2)cc1 (configuration not stated),0.31
COC(=O)C12CCC3(C(=O)OC)CC(C(=O)OC)(CC(C(=O)OC)(C1)C3=O)C2=O,0.73
O=C(O)c1nnn(-c2cccc(C(F)(F)F)c2)c1-c1ccccc1,1.13
COc1ccc(C2C(C(=O)OCc3ccccc3)=C(C)NC3=C2C(=O)CC(C)(C)C3)cc1OC (configuration not stated),0.22
CSc1scc2c1/C(=N/OC(C)=O)CC(C)(C)C2,9.53

Individual results from the list.
Entry for CCc1cccc(CC)c1Nc1nc2ccc(C(C)C)cc2s1 under Dicer inh: 2.42
Entry for COC(=O)C12CCC3(C(=O)OC)CC(C(=O)OC)(CC(C(=O)OC)(C1)C3=O)C2=O under Dicer inh: 0.73
Entry for CSCC[C@H](NC(=O)OCc1ccccc1)C(=O)O under Dicer inh: 1.29
Entry for O=C(O)c1nnn(-c2cccc(C(F)(F)F)c2)c1-c1ccccc1 under Dicer inh: 1.13
Entry for CCOc1ccc(/C(O)=C2\C(=O)C(=O)N(Cc3cccnc3)C2c2ccc(OC)c(OC)c2)cc1 (configuration not stated) under Dicer inh: 0.31

The listing continues:
SMILES,Dicer inh
C#CCN(C)Cc1ccccc1,0.1
Cc1ccc2nsnc2c1S(=O)(=O)Nc1ccc(Br)cc1,5.39*
O=C(CSc1nc2c(Cl)cc(Cl)cc2s1)Nc1cc(Cl)cc(Cl)c1,-0.38
Cc1nn(C)cc1CN(C)C(=O)c1nn2c(c1Cl)NC(c1cccs1)CC2C(F)(F)F (configuration not stated),2.62
CCc1cc(-c2[nH]ncc2-c2ccc(OC)cc2)c(O)cc1O,0.83
N#Cc1c(N)nc2c(c1-c1ccccc1)CCCC2,0.58
CC(=O)Nc1ccc(C(=O)CSc2nc3nc(C)cc(C)c3c(=O)[nH]2)cc1,-0.34
COc1ccccc1C1(O)CCN(Cc2ccccc2)CC1,0.21
O=C(O)COCC(=O)Nc1nc(SCc2ccc(Cl)cc2)n[nH]1,0.33
CCC(CO)NC(=S)Nc1c(C)cccc1C (configuration not stated),0.03

Next compounds follow.
compound	Dicer inh
CCCc1nnc2n1C(C)(C)Cc1ccccc1-2	1.05
CCOC(=O)c1c(NC(=O)CCC(=O)O)sc2c1CCCCC2	-0.71
Fc1ccc(/C=N/Nc2nc(-c3ccccc3)cs2)cc1	6.78*
c1ccc(C2CC(c3ccco3)n3ncnc3N2)cc1 (configuration not stated)	0.17
O=C1CNC(=S)N1CCc1ccccc1	0.18
COc1ccc(OC)c(OCCOCCOc2cc(OC)ccc2OC)c1	0.42
N#Cc1ccccc1NC(=O)Nc1cc(-c2cccs2)nn1-c1ccc(I)cc1	-1.89
CC(C)CNC1CC(=O)N(c2ccc(C(C)C)cc2)C1=O (configuration not stated)	-0.87
COc1ccc(C2Oc3c(OC)cccc3C3CC(c4ccccc4O)=NN32)c(OC)c1 (configuration not stated)	3.72
CSc1sc(C#N)c2c1/C(=N\O)CCC2	4.4*

Shown field by field: part of the list above
CCOC(=O)c1c(NC(=O)CCC(=O)O)sc2c1CCCCC2
  Dicer inh: -0.71
Fc1ccc(/C=N/Nc2nc(-c3ccccc3)cs2)cc1
  Dicer inh: 6.78*

More compounds
compound	Dicer inh
CN(C)C(=S)Nc1cc(Cl)cc(Cl)c1	0.73
O=C(O)c1ccccc1-c1c2ccc3cc(O)ccc3c2oc2c1ccc1cc(=O)ccc12	4.28*
Cc1c(NC(=O)c2c(F)cccc2F)cc2c(c1[N+](=O)[O-])C(C)(C)CC2(C)C	-0.6
CCCS(=O)(=O)/C(C#N)=N/Nc1cc(C(F)(F)F)cc(C(F)(F)F)c1	0.01
CN(C)C=Nc1ccccc1C1C=NNC1=O (configuration not stated)	1.91
C=CCOc1ccc(C2N3CC4(C)CN2CC(C)(C3)C4=O)cc1 (configuration not stated)	-0.15
COc1ccc(Br)c(OC)c1C(=O)NC(=O)Nc1c(Cl)cc([N+](=O)[O-])cc1Cl	0.14
O=C(NCC1CCCO1)C1CC(c2cccc(Br)c2)=NO1 (configuration not stated)	-0.95
CCCCOc1ccccc1C1C(C(=O)OC(C)C)=C(C)NC2=C1C(=O)CC(C)(C)C2 (configuration not stated)	-0.13
O=C(O)C1CC(=O)N(c2cccc(O)c2)C1 (configuration not stated)	0.79
O=C1c2ccccc2C(=O)N1C(CO)C(O)c1ccccc1 (configuration not stated)	-0.86
Cc1ccc(OCc2nc3ccc(N)cc3[nH]2)cc1	2.1
O=C(Cn1cc(C(=O)C2CCCCC2)c2ccccc21)NCc1cccs1	-1.08
Cc1c(C#N)sc(-c2ncn[nH]2)c1C	-0.1
Cc1c(-c2ccn[nH]2)sc2nc(C(F)(F)F)nn12	-3.27
CCCN1C(=O)C2(/C(=C(/O)c3ccccc3)C(=O)C(=O)N2CC2CCCO2)c2ccccc21 (configuration not stated)	1.47
CCOc1ccc(C)cc1S(=O)(=O)n1ccnc1C	0.32
C/C(=N\NC(=O)c1ccc(Cl)cc1)c1ccccc1O	33.2*
O=c1[nH]c2ccc(Nc3nc4ccccc4nc3NS(=O)(=O)c3ccc(Cl)cc3)cc2[nH]1	2.37
N#Cc1c(C(F)(F)F)cc(-c2ccccc2)nc1SCC(N)=O	0.19
CCC(C)(C)OC(=O)c1cc([N+](=O)[O-])cc2c1-c1ccc([N+](=O)[O-])cc1C2=O	0.88
CCCCOC(=O)Cc1c(C)[nH]c(=O)[nH]c1=O	-0.99
CSC(=NCCSC(C)(C)C)NS(=O)(=O)c1ccccc1	1.26
CC1=C(C(=O)OCCc2ccccc2)C(c2ccc(O)cc2)C2=C(CC(C)(C)CC2=O)N1 (configuration not stated)	1.07
COCc1[nH]nc2c1C(c1ccccc1OC)C(C#N)=C(N)O2 (configuration not stated)	-2.97
COc1cccc(CN2CCN(Cc3c[nH]c4ccccc34)CC2)c1OC	3.35*
CCOC(=O)C(C(=O)NCC1CCCO1)C1CCCCC1 (configuration not stated)	3.97*
CCOc1ccc(S(=O)(=O)Nc2ccc(Cl)cn2)c(C)c1C	-2.31
O=C(NNC(=S)Nc1cc(Cl)ccc1Cl)c1ccccc1Cl	-0.33
CC1=C(C(=O)OC2CCCC2)C(c2cccnc2)C2=C(CC(C)(C)CC2=O)N1 (configuration not stated)	0.63

A portion from the list above:
compound	Dicer inh
CCC(C)(C)OC(=O)c1cc([N+](=O)[O-])cc2c1-c1ccc([N+](=O)[O-])cc1C2=O	0.88
CCCCOC(=O)Cc1c(C)[nH]c(=O)[nH]c1=O	-0.99
CSC(=NCCSC(C)(C)C)NS(=O)(=O)c1ccccc1	1.26

More results follow.
compound	Dicer inh
Cn1c(=O)c2c(ncn2CC(=O)NCc2cccnc2)n(C)c1=O	1.81
CC1CCc2c(sc3ncnc(Oc4ccccc4)c23)C1 (configuration not stated)	-1.49
CN(C)c1nc2ccccc2c(=O)s1	1.53
Cc1ccc(S(=O)(=O)O/N=C(\N)CC(=O)Nc2cc(C(F)(F)F)ccc2Cl)cc1	0.93
COC(=O)C1C(=O)NC(SCC(N)=O)=C(C#N)C1c1ccc(Cl)cc1 (configuration not stated)	0.52
COc1cccc(C2C3=C(CC(C)(C)CC3=O)Nc3nc(SCC(C)=O)[nH]c(=O)c32)c1 (configuration not stated)	0.37
Cc1ccc(-c2csc(Nc3ccccc3Cl)n2)cc1	-4.21
Cc1cc(C)c(S(=O)(=O)Nc2ccc(O)c(Sc3ncn[nH]3)c2)cc1C	7.3*

Source: PubChem BioAssay (Center for Chemical Genomics, University of Michigan)
